Compound activity deposited in PubChem by several laboratories.
RORA act = activates the human nuclear receptor RORA; P35398; CHO-K1 Gal4-RORA LBD luciferase reporter, luminescence; percent increase over mock-subtracted basal signal; activation, % at 10 µM; 1.5% of 65,000 active; AID 560;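 active = activation above the mean of all tested compounds plus 3 SD, cut at about 49% in these data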;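 also: 0% = DMSO-treated RORA cells and 100% = added signal equal to DMSO minus mock-transfected cells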
CatS block = blocks human cathepsin S protease activity | 0.06% of 62,000 active | recombinant cathepsin S, AMC dipeptide fluorescence, pooled mixtures | inhibition, %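 (tested at 5 µM per compound within 10-compound mixtures)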 | P25774; in the data active = inhibition above about 32%, passing the limit was not always enough;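 also: 0% = enzyme without compound and 100% = blank without enzyme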
Target sequence (P25774 115-331 limits assumed): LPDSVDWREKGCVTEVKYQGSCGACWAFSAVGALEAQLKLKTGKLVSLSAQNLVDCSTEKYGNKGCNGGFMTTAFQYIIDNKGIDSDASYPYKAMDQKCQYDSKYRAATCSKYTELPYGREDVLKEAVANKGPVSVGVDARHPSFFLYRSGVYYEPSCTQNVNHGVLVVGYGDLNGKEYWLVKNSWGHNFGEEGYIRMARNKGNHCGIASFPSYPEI
PKA inh = inhibitors of human protein kinase A; P17612; PKA Kemptide phosphorylation, Kinase-Glo ATP luminescence; inhibition, % at 6 µM; 0.1% of 65,000 active; AID 524;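 active = inhibition above the screen-wide mean inhibition plus 3 SD, cut at about 21% in these data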; also: many of its hits are not listed in these tables
CatB mixtures = inhibitors of human cathepsin B in compound mixtures; Purified cathepsin B, AMC dipeptide fluorescence; AID 488; 0.06% of 62,000 active; inhibition, %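 (ten-compound pools at 5 µM per compound and 50 µM total)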; P07858; in the data active = inhibition above about 22%, passing the limit was not always enough;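 also: 0% = enzyme without compound and 100% = no enzyme blank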
CatB block = inhibitors of human cathepsin B; purified cathepsin B, fluorogenic substrate, fluorescence; inhibition, %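 (tested at 10 µM)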; 0.1% of 63,000 active; in the data active = inhibition above about 21%;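 also: 0% = enzyme with no compound and 100% = no enzyme blank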
JNK3 inh = inhibitors of human JNK3 kinase; purified JNK3 kinase activity, HTS; inhibition, % at 8 µM; P53779; 0.61% of 60,000 active; AID 746; in the data active = inhibition above about 17%;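 also: 0% = DMSO and 100% = reference inhibitor; many of its hits are not listed in these tables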
Target sequence (P53779 whole entry, looked up): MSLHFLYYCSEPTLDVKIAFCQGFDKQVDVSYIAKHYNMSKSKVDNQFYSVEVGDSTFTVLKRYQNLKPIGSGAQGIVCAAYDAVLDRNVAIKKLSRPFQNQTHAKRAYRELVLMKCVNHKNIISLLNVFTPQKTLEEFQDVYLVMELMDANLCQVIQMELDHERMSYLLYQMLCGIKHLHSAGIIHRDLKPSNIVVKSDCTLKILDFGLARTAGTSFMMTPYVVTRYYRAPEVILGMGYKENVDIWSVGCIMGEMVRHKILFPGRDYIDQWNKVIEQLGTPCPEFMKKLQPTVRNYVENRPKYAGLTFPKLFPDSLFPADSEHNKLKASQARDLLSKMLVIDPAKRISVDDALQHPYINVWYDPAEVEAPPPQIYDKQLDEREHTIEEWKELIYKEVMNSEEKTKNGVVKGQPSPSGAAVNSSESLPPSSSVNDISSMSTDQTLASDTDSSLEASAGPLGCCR
ROCK2 inh = inhibitors of human Rho kinase 2 | O75116 | purified ROCK2, Kinase-Glo ATP depletion luminescence | inhibition, % at 6 µM | 0.35% of 60,000 active | AID 604;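 active = inhibition above the screen-wide mean inhibition plus 3 SD, cut at about 18% in these data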;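 also: plate controls were DMSO wells for no effect and Y-27632 control wells after no-enzyme background subtraction for full effect; many of its hits are not listed in these tables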
AP ELISA ortho = alternative pathway complement inhibition, orthogonal assay; Human serum alternative complement pathway, LPS-coated ELISA, C3 deposition; tested in compound mixtures; 0.08% of 62,000 active; AID 1235; inhibition, % at 5 µM;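 active = inhibition above 30% in each of the two pooled mixtures holding the compound, so the lower value exceeds 30%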;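 also: 0% = serum in Mg-EGTA without compound and 100% = EDTA serum blank; some compounds past the cut are filed as inactive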
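Medium: diluted human serum in Mg2+-EGTA GVB++. Assay system: human serum complement alternative pathway, C3 deposition onto LPS. Also added: Plate-bound LPS. Technique: Anti-C3 ELISA, OD 450 nm. Measure: percent inhibition. Incubation: 1 h at 37 °C. Dosing: 5 µM each compound, pools of ten, 50 µM per pool.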
E coli RNAP = Escherichia coli RNA polymerase inhibition. P0A8V2. E. coli RNA polymerase, fluorescence transcription assay. inhibition, %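 (tested at 10 µM)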. 0.2% of 62,000 active; in the data active = inhibition above about 20%;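 also: 0% = enzyme without compound and 100% = no enzyme blank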
Active calls of the source: *; · = not tested or not shown. Some of the compounds tested, so the mix of outcomes need not match the whole.

SMILES,RORA act,CatS block,PKA inh,CatB mixtures,CatB block,JNK3 inh,ROCK2 inh,AP ELISA ortho,E coli RNAP
O=C(O)CCSCC(=O)c1ccc2c(c1)OCCO2,-17,4,2,5,-2,5,2,3,5
COc1ccccc1N1CC(O)=C(c2nc3ccccc3s2)C1=N,2,11,4,4,-3,4,2,14,5
CCOC(=O)CN(Cc1ccccc1)S(=O)(=O)c1ccc(NC(C)=O)cc1,-1,0,4,3,4,·,·,11,7
O=C1c2ccccc2C(=O)C1c1ccc2ccccc2n1,-70,·,-6,·,-3,8,-2,·,-10
Cc1nc(SCc2c(F)cccc2Cl)c2c(=O)n(C)c(=O)n(C)c2n1,-8,4,2,4,1,1,-4,9,6
CCN(CC)CCOc1ncnc2c1oc1ccccc12,-6,5,10,-1,3,-1,4,2,-4
Cc1[nH]nc2c1C1(CCN(C(=O)c3ccccc3)CC1)C(C#N)=C(N)O2,-10,3,-4,0,-3,-5,-2,0,-6
CCOCCCNC(=O)N[C@@H](C)C(=O)OC,-8,-5,6,6,0,7,4,13,6

Individual results from above:
CCOC(=O)CN(Cc1ccccc1)S(=O)(=O)c1ccc(NC(C)=O)cc1 – E coli RNAP = 7
CCOCCCNC(=O)N[C@@H](C)C(=O)OC – JNK3 inh = 7
CCN(CC)CCOc1ncnc2c1oc1ccccc12 – CatS block = 5

Other results follow.
SMILES,RORA act,CatS block,PKA inh,CatB mixtures,CatB block,JNK3 inh,ROCK2 inh,AP ELISA ortho,E coli RNAP
CC(=O)Nc1nc(-c2ccccc2)nc(-c2ccccc2OC(C)=O)n1,1,-4,3,5,-2,1,2,18,4
Cc1cc(C)nc(SCc2ccc3nonc3c2)n1,-1,0,1,1,2,-6,4,7,-5
COCC(C)NC(=O)C1CC(=O)N(c2ccc(C)cc2)C1 (stereo not given),-7,-3,5,2,4,-2,3,13,2
COc1ccc(-n2nc3c(c2NC(=O)Cc2cccc(C)c2)CS(=O)C3)cc1 (stereo not given),-6,9,-8,1,1,2,-5,0,3
CN1C(=O)c2ccccc2C(C(=O)NCc2ccco2)C1c1c[nH]c2ccccc12 (stereo not given),3,6,8,3,-1,·,·,8,6
O=C(c1ccc2ccccc2n1)N1CCN(c2ccccc2)CC1,4,-4,6,4,1,0,4,10,3
COc1ccc(S(=O)(=O)Nc2ccccc2C(F)(F)F)cc1,-18,-5,5,2,4,-7,7,8,0
CC1(C)CC(=O)c2cc(C(=O)NCc3ccco3)c(=O)n(-c3ccccc3)c2C1,-15,4,-6,-6,1,-4,-1,-3,4
CCN(CC)CCOC(=O)c1ccc(NC(=O)CCNC(=O)Cn2ccc3ccccc3c2=O)cc1,16,-4,12,0,4,2,4,1,5
CCOC(=O)C1CCN(Cc2c(F)cccc2Cl)CC1,-17,-4,-5,3,·,-6,-3,28,1
Cc1cc(C)nc(NS(=O)(=O)c2cccs2)c1,0,-5,4,4,0,7,4,11,4
O=C(c1cnn2c1NC(c1ccc(Br)cc1)CC2C(F)(F)F)N1CCN2CCCC2C1 (stereo not given),5,11,-4,-2,4,2,7,-7,4
O=c1c2ccccc2nc2c3ccccc3ncn12,-5,-5,4,1,3,·,·,21,-1
CCN(c1ccccc1)S(=O)(=O)c1ccc(F)c(C(=O)O)c1,-6,2,3,1,3,-2,3,11,3
O=C(Nc1ccc2[nH]c3c(c2c1)CCCC3)c1ccco1,18,5,2,-11,3,-12,4,-3,9
O=C(CCc1n[nH]c(=O)[nH]c1=O)N1CCOCC1,-25,-4,-2,3,-2,-2,2,22,0
Cc1[nH]c2ccccc2c1C(c1ccccn1)N1CCC(C(N)=O)CC1 (stereo not given),-13,-2,11,4,-1,-4,3,12,1
O=C(O)c1ccc(COc2ccc(CO)cc2Cl)cc1,5,-4,-8,-4,-6,-3,-12,11,-2
CCCC(CCC)C(=O)Nc1ccncc1,8,-4,10,1,8,·,·,16,6
CCOC(=O)c1ccccc1NC(=O)Cn1cnc2c1c(=O)n(C)c(=O)n2C,4,14,-2,6,3,0,1,3,11
Cc1csc(NC(=O)c2ccco2)n1,32,-3,1,7,7,7,0,15,9
COc1ccccc1C1SCCN1S(C)(=O)=O (stereo not given),-3,2,3,3,-1,-5,5,4,2
Oc1ccccc1Cn1c(-c2ccccc2O)nc2ccccc21,3,2,7,-5,-1,-5,4,-5,3
c1ccc(-n2ncc3c(N4CCCCC4)ncnc32)cc1,-62,8,3,2,3,1,2,-16,5
CC1(C)CC(=O)C2(CC3=C(CC(C)(C)CC3=O)O2)C(=O)C1,-16,12,2,4,-4,-2,2,4,10
O=C(CSc1n[nH]c(-c2ccncc2)n1)NC1CCS(=O)(=O)C1 (stereo not given),12,-3,5,4,0,1,2,11,2
CCOC(=O)C1CCCN(C(=O)c2cn(CC)c3ccc(S(=O)(=O)N(C)C)cc3c2=O)C1 (stereo not given),14,4,-8,4,1,-2,-2,18,5
O=C(NCC(c1cccnc1)N1CCOCC1)c1ccco1 (stereo not given),-2,-18,10,-1,-3,·,·,10,5
COCCN1Cc2cccc(C(=O)Nc3ccc(S(=O)(=O)N4CCCCC4)cc3)c2C1=O,-16,18,2,5,5,5,1,11,8
COC(=O)C1=C(C)Nc2nnnn2C1c1cccs1 (stereo not given),7,-2,7,6,0,4,3,16,6
O=C(NCCCN1CCOCC1)c1cc(-c2ccc(F)cc2)on1,3,-6,11,1,1,-2,8,8,3
COCCNC(=O)CSc1nc2nc(C)cc(C)n2n1,-13,14,-1,4,4,·,·,-7,10
CCOC(=O)C1CCCN(Cc2nc(N)nc(Nc3ccc(OC)cc3)n2)C1 (stereo not given),1,21,3,0,2,0,6,9,2
Cc1cc(OCC(=O)N2CCCC2)cc(C)c1Cl,-13,3,5,4,-8,-1,10,11,9
COC(=O)CSc1nnc(-c2sc3cc(OC)ccc3c2Cl)n1C,-18,7,2,3,8,-1,4,-9,4
CN1C(=O)c2ccc(NC(=O)c3c(F)c(F)c(F)c(F)c3F)cc2C1=O,-9,10,8,6,3,-1,9,4,12
CCOC(=O)C1CCN(C(=O)c2c(-c3c(Cl)cccc3Cl)noc2C)CC1,1,4,-6,1,7,0,-5,-4,3
CCn1ncc(C2=NOC(C(=O)NCc3ccccc3)C2)c1C (stereo not given),9,0,7,2,1,2,6,5,-6
COc1ccc(-c2noc(-c3ccccc3C(=O)Nc3cccnc3)n2)cc1OC,1,2,18,2,5,-2,1,11,7
Cc1ccc(-n2ncc3c(=O)n(CC(=O)NCc4ccco4)cnc32)cc1,9,3,12,5,6,9,5,8,11
CCSc1nnc(NC(=O)c2cc3c(s2)CCCC3)s1,46,6,6,0,8,-4,4,11,8
COc1cc(C2CC(=O)N3CN(Cc4ccco4)CSC3=C2C#N)ccc1OCc1ccccc1 (stereo not given),2,-12,3,2,3,-5,2,19,0
COc1ccc(C(=O)N2CCc3cc(OC)c(OC)cc3C2)cc1OC,6,0,-4,1,-3,3,-6,9,0
CCc1nn2cc(-c3ccccc3)nc2s1,-66,24,-2,4,4,3,-12,2,11
Cc1nnc(NC(=O)CCCN2C(=O)c3ccccc3C2=O)s1,-7,-14,7,-4,-5,0,-2,4,6
O=C(Nc1ccc(F)cc1)Nc1ccc(Cl)cn1,35,-11,10,-2,9,2,6,-5,2
Cc1cc(-c2nnc3sc(C4CCCCC4)nn23)n[nH]1,45,-5,3,-5,-4,4,-4,14,-7
Cn1c(=O)c(C#N)c(-c2ccccc2)n2cnnc12,-2,0,7,2,2,-2,4,15,7

Compound profiles, from the list above. Values in the order: RORA act, CatS block, PKA inh, CatB mixtures, CatB block, JNK3 inh, ROCK2 inh, AP ELISA ortho, E coli RNAP
O=C1c2ccccc2C(=O)C1c1ccc2ccccc2n1 is listed with -70, ·, -6, ·, -3, 8, -2, ·, -10
CCSc1nnc(NC(=O)c2cc3c(s2)CCCC3)s1 is listed with 46, 6, 6, 0, 8, -4, 4, 11, 8

The listing continues.
SMILES,RORA act,CatS block,PKA inh,CatB mixtures,CatB block,JNK3 inh,ROCK2 inh,AP ELISA ortho,E coli RNAP
C/C(=N\O)c1ccc(N2C(=O)C3CC=C(Cl)CC3C2=O)cc1 (stereo not given),45,·,10,·,·,4,6,·,·
N#Cc1ccc(OCCN2C(=O)NC3(CCSC3)C2=O)cc1 (stereo not given),4,-20,8,-3,3,·,·,20,6
CC1(C)c2ccccc2N2CCC(=O)NC21/C=C/c1ccco1 (stereo not given),4,20,0,4,2,11,3,4,12
Cc1cc(NCC2CCCO2)n2c(nc3ccccc32)c1C#N (stereo not given),10,9,4,-2,-2,-4,2,4,-15
Cc1ccc(C2=CSC3=NCCN23)c(C)c1,-6,0,-1,-1,-1,-5,1,10,4
CCN(CC)CC(=O)N(CC(=O)Nc1c(C)cc(C)cc1C)C1CCCCC1,-4,-5,10,3,0,10,6,12,1
CC1CCCCC1NC(=O)c1nn(C)c(=O)c2ccccc12 (stereo not given),-15,11,4,3,6,-10,4,-2,4
COC(=O)c1ccccc1NC(=O)c1cccc(NC(=O)c2ccc(Br)o2)c1C,-11,9,1,6,10,1,-6,-6,4
CCOc1ccccc1NC(=O)Cn1cnc2c(cnn2-c2ccc(C)c(C)c2)c1=O,-23,3,-7,3,1,-2,-6,5,1
CC(=O)Nc1ccc(-c2nc(C)c(C(C)=O)n2O)cc1,2,-8,13,0,5,2,0,11,0
O=C(NCc1ccco1)c1cccnc1-c1nc2ccccc2s1,-24,1,-3,3,2,0,2,7,5
c1cncc(-c2nn3c(-c4ccncc4)nnc3s2)c1,17,9,6,0,4,-2,10,1,9
Cc1cc(C)nc(N2CCC(C(=O)Nc3cccc(C(F)(F)F)c3)CC2)n1,-10,-3,5,-2,-2,-5,0,4,-1
